# TCR-CD3 inh – blocks the human TCR-CD3 interaction | AID 651800 | inhibition, % at 9.4 µM | actives 0.37% (n = 360,000) | TAMRA-labeled TCR probe fluorescence, biochemical; in the data active means inhibition above about 19%;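 further: recombinant mutant TCR 2C K166C tagged with TAMRA read by polarization; 0% = receptor in buffer alone and 100% = receptor with positive control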
# HTRA1 inhibitor – inhibitors of human serine peptidase HTRA1; Q92743; recombinant HTRA1, FP-rhodamine activity-based probe, fluorescence polarization; inhibition, % at 5.96 µM; actives 0.5% (n = 340,000); in the data active means inhibition above about 36%;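 further: 0% = enzyme with DMSO and 100% = wells lacking enzyme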
# mABHD4 FP – ABHD4 (mouse) inhibition, primary FP screen | Q8VD66 | actives 0.54% (n = 370,000) | purified mABHD4, FP-Rh probe fluorescence polarization | AID 720543 | inhibition, % at 8.92 µM;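 active means inhibition exceeding the mean over every tested compound plus 3 SD, cut at about 30% in these data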;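 further: 0% = plate median of compound wells and 100% = S159A mutant with DMSO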
#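 system = mouse ABHD4 enzyme, wild type | medium = HEPES pH 7.0, NaCl, Pluronic buffer | also added = FP-Rh probe | incubation = Enzyme–compound pre-incubation 45 min, then probe 60 min, both 25 °C | technique = fluorescence polarization, excitation 525 nm, emission 598 nm, BODIPY TMR filters | controls = S159A mutant high control, sample median low control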
# DDE Tn7 FP inh – inhibitors of Tn7 peptide binding to human fibrin DD(E); P02675; FP displacement of FITC-Tn7 peptide from fibrin DD(E); 0% = median of compound wells per plate; inhibition, % at 8.3 µM; actives 0.13% (n = 370,000); AID 720508;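 active means inhibition above the mean of compounds falling within the control limits plus 3 SD of them, cut at about 14% in these data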;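 further: 0% = plate median of compound wells and 100% = 10 µM Aha-Tn7 peptide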
# Target sequence (P02675 whole entry, looked up): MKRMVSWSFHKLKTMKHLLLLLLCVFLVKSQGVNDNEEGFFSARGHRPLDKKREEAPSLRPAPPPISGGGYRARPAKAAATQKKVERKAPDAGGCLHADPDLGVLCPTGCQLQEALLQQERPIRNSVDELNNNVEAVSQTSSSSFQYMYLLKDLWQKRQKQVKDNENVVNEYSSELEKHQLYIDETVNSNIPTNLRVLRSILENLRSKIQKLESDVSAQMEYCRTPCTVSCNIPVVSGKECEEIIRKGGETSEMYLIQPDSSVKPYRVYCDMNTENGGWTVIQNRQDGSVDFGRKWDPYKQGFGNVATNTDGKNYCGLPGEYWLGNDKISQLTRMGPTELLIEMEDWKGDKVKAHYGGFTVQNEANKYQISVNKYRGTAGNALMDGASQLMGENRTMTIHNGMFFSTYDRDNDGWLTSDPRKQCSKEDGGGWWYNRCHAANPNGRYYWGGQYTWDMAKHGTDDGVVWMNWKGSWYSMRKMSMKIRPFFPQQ
#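 System: human fibrin DD(E); quantity: Fibrin-DD(E) at 2 µM final; also added: fluorescent Tn7 probe at 0.1 µM; compound dosing: single nominal test concentration of 8.3 µM per compound; schedule: 10 min preincubation, 3 h with tracer, room temperature; detection: fluorescence polarization of the labelled Tn7 tracer; repeats: one replicate per compound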
# TDP2 inh – blocks human TDP2 phosphodiesterase activity | AID 720702 | recombinant TDP2, T5PNP hydrolysis, p-nitrophenol absorbance 415 nm | actives 0.34% (n = 370,000) | inhibition, % at 12.8 µM;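 active means inhibition above the mean of all tested compounds plus 3 SD, set per campaign, cut at about 25% in these data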;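 further: 0% = DMSO with enzyme and 100% = buffer with substrate but no TDP2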
#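 test system = human TDP2 enzyme | input = TDP2 enzyme at 120 nM final | medium = 50 mM Tris-HCl pH 7.5 with Mg2+, KCl, DTT, BSA | also added = T5PNP substrate, 5 mM | times = 2 h at 37 °C | technique = epi absorbance | benchmarks = high control without enzyme, low control DMSO plus TDP2 | replication = each compound tested once, singlicate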
# UHRF1 binding – human UHRF1 methylated DNA binding inhibitors; Q96T88; UHRF1 binding to methylated oligo, TR-FRET; inhibition, % at 4.4 µM; actives 0.75% (n = 370,000); in the data active means inhibition above about 21%;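 further: UHRF1 SRA domain binding a hemimethylated CpG hairpin DNA probe; 0% = median of test compound wells and 100% = reference inhibitor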
# PG9 Ab binder – binds the HIV-1 gp120 antibody PG9. inhibition, % at 6.7 µM. actives 0.43% (n = 360,000). TR-FRET gp120-PG9 antibody binding; in the data active means inhibition above about 8.5%
# SIAE inh – inhibitors of human sialic acid acetylesterase SIAE | SIAE FP-Rh probe binding, fluorescence polarization | Q9HAT2 | inhibition, % at 9.66 µM | AID 1053197 | actives 0.69% (n = 370,000);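 active means inhibition above a cutoff: mean of compounds within the control limits plus 3 SD of those, cut at about 17% in these data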;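 further: 0% = plate median of compound wells and 100% = probe without SIAE protein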
# LEDGF integ inh – blocks HIV-1 LEDGF/p75-dependent DNA integration; TR-FRET IN-LEDGF/p75 DNA integration, Eu/Cy5; inhibition, % at 3.7 µM; actives 0.64% (n = 370,000);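 active means inhibition above the screen-wide mean plus 3 SD, cut at about 13% in these data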;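 further: signal is the Cy5 over europium emission ratio at 671 and 618 nm; 0% = plate median of compound wells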
# PRMT1 FP inh – inhibitors of human PRMT1. recombinant PRMT1, activity-based probe fluorescence polarization. inhibition, % at 2.79 µM. actives 1.3% (n = 370,000). AID 652257;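 active means inhibition above about 21% made by adding two undisclosed values, limit read from the data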
# Target sequence (Q99873 whole entry, looked up): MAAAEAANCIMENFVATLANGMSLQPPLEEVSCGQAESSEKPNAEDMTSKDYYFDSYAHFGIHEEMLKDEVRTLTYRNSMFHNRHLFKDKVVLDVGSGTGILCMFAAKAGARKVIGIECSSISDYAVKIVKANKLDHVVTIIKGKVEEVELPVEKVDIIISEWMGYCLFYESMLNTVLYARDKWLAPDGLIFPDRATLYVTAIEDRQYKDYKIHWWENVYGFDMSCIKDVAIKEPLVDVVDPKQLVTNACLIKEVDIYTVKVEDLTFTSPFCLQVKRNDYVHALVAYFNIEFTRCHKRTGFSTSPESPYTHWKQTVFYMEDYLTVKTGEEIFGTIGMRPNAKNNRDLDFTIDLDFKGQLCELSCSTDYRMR
# Starred values were filed as active, the others as inactive; · = no result given.
No.	DDE Tn7 FP inh	HTRA1 inhibitor	mABHD4 FP	TDP2 inh	TCR-CD3 inh	PRMT1 FP inh	LEDGF integ inh	SIAE inh	UHRF1 binding	PG9 Ab binder	Structure
1	-3	10	7	5	-6	2	-1	3	1	-1.3	O=C(Cn1c(=O)cnc2ccccc21)N1CCN(S(=O)(=O)c2cccc([N+](=O)[O-])c2)CC1
2	3	2	-2	2	6	-5	0	2	-5	1.7	CN(C)/C(CN1CCOCC1)=C1\N=C(c2ccccc2)OC1=O
3	-3	3	-8	-12	-2	-2	1	0	1	-0.4	O=C(NCc1ccc2c(c1)OCO2)C1CCN(C(=O)Nc2ccc(Cl)cc2)CC1
4	6	1	-4	-6	2	0	-8	4	1	-2.3	O=C(Nc1ccccc1C(=O)NCC1CCCO1)c1ccccc1F (centres undefined)
5	2	4	-3	0	7	-2	-4	-3	-2	-1.1	CCCC(C(=O)NCc1ccccc1)N(C(=O)Cn1nnc(-c2cccs2)n1)c1ccc2c(c1)OCCO2 (centres undefined)
6	9	-1	-5	3	-2	6	-1	13	-4	-0.7	COc1cc(C(=S)N2CCOCC2)ccc1OC(=O)c1cc(OC)c(OC)c(OC)c1
7	2	-8	2	-13	0	0	-2	3	-1	0.3	O=C(O)CCc1ccc(-c2ccc(Br)cc2)n1-c1cccc(O)c1
8	1	-18	3	2	0	2	0	5	6	-0.7	Cc1ccc(NC(=O)CCS(=O)(=O)c2ccccc2)cc1S(=O)(=O)N1CCCCCC1
9	5	·	-8	4	·	-6	5	7	2	·	COC(=O)c1cc(-c2ccc(F)cc2OCc2ccccc2)c(=O)n2c1CCC2
10	4	-5	-3	6	-2	5	0	-2	-2	-0.4	CCN(CC)CCC#CC(O)(c1ccccc1)c1ccccc1
11	7	-9	6	7	0	-2	-1	2	-2	-2.8	COc1ccc(-c2csc(N(CCCN(C)C)C(=O)c3ccc(F)cc3)n2)cc1
12	3	3	4	2	-9	3	-1	-5	4	0.7	Cc1ccc(/C=N/n2c(C3CCCCC3)n[nH]c2=S)s1
13	3	-1	5	-6	-3	2	-3	-1	1	2.2	CCOC(=O)C1=C(COC(=O)/C=C/c2cccc(Cl)c2)NC(=O)NC1C (centres undefined)
14	2	2	-3	8	5	0	-1	-2	-3	0.5	Cc1ccccc1NC(=O)CSc1nccn1Cc1ccco1
15	1	-10	-2	11	4	4	-1	-16	-1	-1.5	O=C(CCSc1nc2ccccc2o1)Nc1ccccc1
16	-8	2	3	0	-1	10	1	4	-2	0.0	O=C(c1ccc(CS(=O)(=O)c2ccccc2)o1)N1CCN(c2ncccn2)CC1
17	13	1	-2	4	4	2	-1	5	4	0.8	CCC(C)(CC(=O)O)CC(=O)Nc1cc(C(F)(F)F)cc(C(F)(F)F)c1 (centres undefined)
18	0	7	3	0	7	6	3	1	-4	-3.0	Cc1ccccc1/[N+]([O-])=C/c1cccs1
19	-1	·	7	-1	·	-6	1	-1	-1	·	Cc1cccc(CNC(=S)OCCN2CCCC23CCC(c2ccccc2)CC3)c1 (centres undefined)
20	1	·	11	-9	3	3	3	-6	1	-0.3	O=C(NC(=S)Nc1ccc2oc(=O)ccc2c1)c1ccccc1F
21	-8	2	-2	-5	-1	-1	3	6	1	-1.0	CN(CC(=O)Nc1ccc2c(c1)OCCO2)S(=O)(=O)c1ccc(Br)s1
22	3	·	1	-4	·	0	2	-1	2	·	CCN(CC)CCCNC(=O)c1oc(=O)c2ccccc2c1-c1ccc(C)cc1
23	-7	-1	7	4	2	-1	1	-6	0	0.1	CCOC(=O)c1c(C)[nH]c(C(=O)OCC(=O)Nc2ccc(OC)c(Cl)c2)c1C
24	4	·	-3	-1	-3	6	-2	-6	2	1.4	CC(C)C[C@H](NS(=O)(=O)c1ccc(F)cc1F)C(=O)N1CCC[C@H]1C(=O)NCc1ccccc1

# A few values from the entries so far.
# HTRA1 inhibitor, CN(CC(=O)Nc1ccc2c(c1)OCCO2)S(=O)(=O)c1ccc(Br)s1 : 2
# TCR-CD3 inh, O=C(NC(=S)Nc1ccc2oc(=O)ccc2c1)c1ccccc1F : 3

# New compounds follow.
No.	DDE Tn7 FP inh	HTRA1 inhibitor	mABHD4 FP	TDP2 inh	TCR-CD3 inh	PRMT1 FP inh	LEDGF integ inh	SIAE inh	UHRF1 binding	PG9 Ab binder	Structure
25	-3	3	10	7	-7	-2	-3	3	0	-0.1	COc1cc(S(=O)(=O)Nc2ccccc2C(=O)N2CCCCC2)ccc1NC(C)=O
26	3	6	-2	6	-8	0	-2	-2	6	-0.5	Cc1ccccc1C(=O)NC(=S)NC1CC1
27	1	·	-1	-6	1	-2	0	-3	-1	0.2	CNc1ncnc2c1ncn2[C@H]1CN(Cc2cccs2)C[C@@H](CO)O1
28	-2	2	3	-2	7	-1	2	3	0	-2.0	Cc1ccc(C2(c3noc(CN(C)CCO)n3)CCCC2)cc1
29	-4	-2	-7	-20	-11	-1	3	0	4	0.0	Cc1ccc(SCc2cn3ccccc3n2)cc1
30	-3	-2	7	3	8	2	0	-6	-1	2.0	CCN(N=O)[C@@H](Cc1ccccc1)CN(N=O)[C@@H](Cc1ccccc1)CN(C)N=O
31	0	3	-2	1	10	-1	-2	2	1	-1.5	CCOc1cc(C(=O)OCC(=O)Nc2ccc(Cl)cn2)ccc1OCC(=O)N1CCOCC1
32	-6	2	-4	0	5	-1	1	9	-4	-1.4	Cc1nc(Cl)c(C(=O)NCCC(C)C)c(C)c1[N+](=O)[O-]
33	6	-17	-11	-1	5	3	-3	1	-2	-1.9	Cc1ccc(-n2c(Cc3cccn3C)nnc2SCC(=O)N2CCc3ccccc32)cc1
34	5	-2	0	3	1	2	2	7	-5	-1.8	Nc1ccn([C@@H]2O[C@H](CNCc3cc(Br)ccc3OCc3ccccc3)[C@@H](O)[C@H]2O)c(=O)n1
35	0	6	-7	1	-4	-3	0	7	-1	1.3	C=C(C)C1Cc2nc(N)nc(C)c2C1 (centres undefined)
36	-6	3	-1	2	7	0	-2	3	1	-2.9	CCOC(=O)N1C=CC(C)=C[C@@H]2[C@@H](N3C(=O)c4ccccc4C3=O)C(=O)N21
37	-5	·	5	-14	-1	-5	3	6	2	-2.6	N#Cc1ccc2nc(-c3ccc(CN4CCC5(CC4)CNc4ccccc45)cc3)c(-c3ccccc3)nc2c1
38	3	-3	3	13	0	0	2	-8	-2	0.4	Cc1ccc(SCC(=O)NCCCc2ccccc2)cc1
39	-5	·	-1	-1	·	2	-2	-3	-2	·	Cn1c(SCC(=O)Nc2ccc(C(=O)O)cc2)nnc1-c1ccccn1
40	-1	-9	-1	9	4	-5	1	2	-2	-13	O=C(Nc1ccc(F)cc1)c1sc2cc(C(F)(F)F)cnc2c1-c1cccs1
41	2	-2	4	8	-7	2	-1	-2	1	-0.5	CN(C)/C=C1\C(=O)N(c2ccc(Cl)cc2)CS1(=O)=O
42	-3	-12	2	0	-3	-7	2	-5	-4	-1.7	ClCc1nc2ccccc2c2ccccc12
43	3	-3	-1	-1	-3	5	-2	-2	-1	2.6	CC(C)[C@@H](N)C(=O)NCC1CCC(C(=O)N[C@@H](Cc2ccccc2)C(=O)O)CC1 (some centres undefined)

# Results in SIAE inh and PG9 Ab binder, for 2 of the compounds above:
entry | SMILES | SIAE inh | PG9 Ab binder
38 | Cc1ccc(SCC(=O)NCCCc2ccccc2)cc1 | -8 | 0.4
39 | Cn1c(SCC(=O)Nc2ccc(C(=O)O)cc2)nnc1-c1ccccn1 | -3 | ·

# Some of the entries above in another layout:
[41] CN(C)/C=C1\C(=O)N(c2ccc(Cl)cc2)CS1(=O)=O
- DDE Tn7 FP inh = 2
- HTRA1 inhibitor = -2
- mABHD4 FP = 4
- TDP2 inh = 8
- TCR-CD3 inh = -7
- PRMT1 FP inh = 2
- LEDGF integ inh = -1
- SIAE inh = -2
- UHRF1 binding = 1
- PG9 Ab binder = -0.5
[40] O=C(Nc1ccc(F)cc1)c1sc2cc(C(F)(F)F)cnc2c1-c1cccs1
- DDE Tn7 FP inh = -1
- HTRA1 inhibitor = -9
- mABHD4 FP = -1
- TDP2 inh = 9
- TCR-CD3 inh = 4
- PRMT1 FP inh = -5
- LEDGF integ inh = 1
- SIAE inh = 2
- UHRF1 binding = -2
- PG9 Ab binder = -13
[38] Cc1ccc(SCC(=O)NCCCc2ccccc2)cc1
- DDE Tn7 FP inh = 3
- HTRA1 inhibitor = -3
- mABHD4 FP = 3
- TDP2 inh = 13
- TCR-CD3 inh = 0
- PRMT1 FP inh = 0
- LEDGF integ inh = 2
- SIAE inh = -8
- UHRF1 binding = -2
- PG9 Ab binder = 0.4

# Bioassay records: PubChem, The Scripps Research Institute Molecular Screening Center
